# TAAR1 antag – antagonists of human TAAR1 | Q96RJ0 | inhibition, % at 3 µM | hit rate 1.5% among 360,000 | CHO RD-HGA16 TAAR1, Fluo-8 calcium fluorescence, antagonist;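 active = inhibition above a per-plate cutoff, the mean inhibition of test compounds on that plate plus 3 SD, cut at about 49% in these data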;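 also: 0% = DMSO plus EC80 beta-PEA response and 100% = DMSO alone without agonist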
# Target sequence (Q96RJ0 whole entry, looked up): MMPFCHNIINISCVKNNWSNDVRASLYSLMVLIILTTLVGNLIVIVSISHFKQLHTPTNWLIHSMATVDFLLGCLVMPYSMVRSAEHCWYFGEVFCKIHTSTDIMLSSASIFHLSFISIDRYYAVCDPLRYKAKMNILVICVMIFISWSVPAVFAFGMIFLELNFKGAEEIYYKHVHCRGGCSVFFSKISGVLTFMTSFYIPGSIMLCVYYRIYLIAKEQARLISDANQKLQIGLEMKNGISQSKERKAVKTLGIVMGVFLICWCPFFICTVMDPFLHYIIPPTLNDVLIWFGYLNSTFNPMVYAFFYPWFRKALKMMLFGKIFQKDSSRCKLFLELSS
#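 Material: CHO RD-HGA16 cells bearing hTAAR1; compound dosing: one-point dosing, 3 µM nominal final; schedule: dye loading 75 min at 37 °C, then 30 min room temperature; measured by: calcium fluorescence with Fluo-8; control set: vehicle and agonist controls; replication: n of 1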
# M5 ag – CHRM5 agonism in calcium assay. activation, % at 3 µM. CHO-K1 hM5 cells, Fluo-8 calcium fluorescence; 0% DMSO wells, 100% maximal acetylcholine response. hit rate 0.19% among 360,000. P08912;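 active = activation above the run's mean over test compounds plus 3 SD, cut at about 23% in these data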;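 also: signal is peak over basal fluorescence ratio across the kinetic read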
# Target sequence (P08912 whole entry, looked up): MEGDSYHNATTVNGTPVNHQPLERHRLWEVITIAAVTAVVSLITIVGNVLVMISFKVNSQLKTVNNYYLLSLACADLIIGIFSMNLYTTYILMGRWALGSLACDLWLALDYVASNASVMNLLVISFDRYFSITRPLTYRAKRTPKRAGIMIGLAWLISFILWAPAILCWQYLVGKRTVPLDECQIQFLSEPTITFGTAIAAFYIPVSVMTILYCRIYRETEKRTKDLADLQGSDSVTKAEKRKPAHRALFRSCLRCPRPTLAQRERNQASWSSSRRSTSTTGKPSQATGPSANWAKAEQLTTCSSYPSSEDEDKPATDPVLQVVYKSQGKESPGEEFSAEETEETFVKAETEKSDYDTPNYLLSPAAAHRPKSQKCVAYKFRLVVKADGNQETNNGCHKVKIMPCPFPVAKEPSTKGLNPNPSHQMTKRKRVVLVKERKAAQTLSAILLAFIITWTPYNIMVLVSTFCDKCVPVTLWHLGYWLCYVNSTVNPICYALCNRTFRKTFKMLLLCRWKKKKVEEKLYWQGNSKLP
# TAAR1 agonist – agonists of human TAAR1; Q96RJ0; CHO RD-HGA16 TAAR1, Fluo-8 calcium fluorescence; vehicle wells 0%, saturating PEA agonist 100%; activation, % at 3 µM; hit rate 0.99% among 360,000;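 active = activation above the mean activation of all test compounds in the run plus 3 SD, cut at about 38% in these data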
#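 Test system: RD-HGA16 (CHO) cells co-expressing Gα16 and hTAAR1 | Doses: Single dose, 3 µM | Schedule: 17-24 h seeding, 75 min 37 °C dye, 30 min RT | Evaluation: % activation from peak over basal fluorescence ratio, DMSO-to-PEA scaled | Technique: Kinetic Fluo-8 calcium fluorescence | Benchmarks: Low control DMSO, high control PEA (EC100)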
# CHRM5 antagonist – blocks acetylcholine activation of human M5 receptor. P08912. CHO-hM5 cells, Fluo-8 calcium fluorescence, ACh EC80. inhibition, % at 3 µM. hit rate 0.59% among 360,000. AID 624040;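 active = inhibition above a per-plate cutoff, the mean of that plate's test compounds plus 3 SD, cut at about 27% in these data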;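 also: 0% = acetylcholine EC80 with DMSO and 100% = DMSO without agonist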
# M1 PAM parental – M1 PAM counterscreen hit in parental CHO-K1 cells | hit rate 0.02% among 360,000 | AID 602247 | ATP EC20, Fluo-8 calcium fluorescence; 0% at ATP EC20, 100% at ATP max | activation, % at 3 µM;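 active = activation above the run cutoff, the mean activation of all test compounds plus 3 SD, cut at about 40% in these data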;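 also: peak over basal fluorescence ratio in a 140 s read after ATP addition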
# CRFBP-R2 block – antagonists of CRF-binding protein/CRF-R2 receptor complex; HEK293 CRF-R2/CRF-BP, CRF-induced calcium fluorescence; inhibition, % at 11.8 µM; hit rate 0.59% among 350,000; AID 588475;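 active = inhibition of the ligand-induced calcium signal above about 50% at the single tested concentration, limit read from the data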
# M5 PAM – positive allosteric modulators of human muscarinic M5 receptor; P08912; CHO-K1 hM5, Fluo-8 calcium, ACh EC20 PAM; 0% = ACh EC20, 100% = ACh EC100; activation, % at 3 µM; hit rate 0.3% among 360,000;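 active = activation above the run cutoff, the mean activation of all test compounds plus 3 SD, cut at about 18% in these data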
#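 system = human M5 receptor in CHO-K1 cells | compound = one concentration, 3 µM final (nominal) | schedule = Post-acetylcholine fluorescence recording 140 s | signal = Fluo-8 calcium dye fluorescence, kinetic read | benchmarks = low control EC20 acetylcholine (0%), high control EC100 acetylcholine (100%) | repeats = singlicate, one well per test compound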
# CRFR2-BP ag – CRF-BP/CRF-R2 complex agonism. HEK293 CRF-R2/CRF-BP, calcium dye fluorescence (FLIPR); percent of saturating CRF peptide response. activation, % at 13.2 µM. hit rate 0.46% among 350,000;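 active = activation of at least 50%, plus an integration ratio under a set limit after plate pattern correction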;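 also: plate controls were neutral control wells without compound for no effect and CRF at EC100 for full effect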
# M4 PAM – CHRM4 positive allosteric modulation; CHO-K1 hM4/Gqi5, Fluo-8 calcium fluorescence, ACh EC20; 0% = ACh EC20, 100% = maximal ACh; activation, % at 3 µM; hit rate 0.4% among 360,000; P08173; AID 624126;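 active = activation above its plate's cutoff, the mean activation of sample wells plus 3 SD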; also: some results filed as inactive read as strong as hits
# * = called active by the depositor; . = not tested or not shown. Rows are unselected; overall some 4.2% were active at least once.
# Short keys – A = TAAR1 antag; B = M5 ag; C = TAAR1 agonist; D = CHRM5 antagonist; E = M1 PAM parental; F = CRFBP-R2 block; G = M5 PAM; H = CRFR2-BP ag; I = M4 PAM
1. Cc1ccc(CN2CCc3[nH]c(=O)[nH]c(=O)c3C2)cc1
  A: -5.8	B: 2.6	C: 0.8	D: -3.4	E: 6.1	F: 7.2	G: -2.6	H: -1.9	I: 6.4
2. NS(=O)(=O)c1ccc(N/N=C/c2ccc(O)c(O)c2O)c([N+](=O)[O-])c1
  A: -15.3	B: -0.9	C: -0.1	D: 5.3	E: 2.4	F: -1.9	G: 5.9	H: -6.7	I: -2.9
3. CCCc1cn(S(=O)(=O)c2ccc(OC)cc2OC)nc1N
  A: -2.1	B: -0.8	C: -0.1	D: -2.7	E: 9.8	F: 17.2	G: 2.8	H: 0.1	I: 6.3
4. O=C(CN1CCN(c2nc(-c3ccccc3)cs2)CC1)NCc1ccc2c(c1)OCO2
  A: 7.5	B: 1.5	C: 1.4	D: -5.7	E: 17.2	F: 15.7	G: -0.3	H: 1.5	I: 3.4
5. COC(=O)Cc1ccc(Oc2ncc(C(F)(F)F)cc2Cl)cc1
  A: 10.6	B: -0.3	C: 7.8	D: 7.2	E: -10.5	F: 24.9	G: -3.1	H: 0.3	I: -4.9
6. Clc1cccc(Cc2c(-c3cccc(Br)c3)nc3ccc(Cl)cn23)c1
  A: 5.5	B: -1.9	C: -1.7	D: 5.2	E: -4.5	F: .	G: -9.8	H: .	I: -6.0
7. CCN(CC(=O)Nc1c(F)cccc1F)C(=O)C1CCCO1 (stereo unspecified)
  A: -23.6	B: -0.8	C: 2.7	D: 2.7	E: 1.3	F: -9.5	G: 0.1	H: -0.2	I: 3.4
8. COc1ccc(-c2csc(NC3OC(=O)c4c3ccc(OC)c4OC)n2)cc1OC (stereo unspecified)
  A: 23.9	B: 0.6	C: 1.7	D: 0.3	E: 8.4	F: -12.8	G: 7.1	H: -0.7	I: -0.5
9. Cn1ncc(N=Cc2c(O)ccc3ccccc23)c1C(=O)Nc1cccc(Cl)c1
  A: 10.3	B: -4.2	C: 0.9	D: 6.8	E: 23.0	F: -76.6	G: -1.2	H: 49.7	I: 11.8
10. O=C(Nc1ncccn1)c1ccc([N+](=O)[O-])cc1
  A: -15.1	B: 1.7	C: 4.3	D: 11.0	E: -6.7	F: 24.3	G: -0.2	H: -2.0	I: 7.2

# Single records, as listed above. Order of screens: TAAR1 antag, M5 ag, TAAR1 agonist, CHRM5 antagonist, M1 PAM parental, CRFBP-R2 block, M5 PAM, CRFR2-BP ag, M4 PAM
# O=C(Nc1ncccn1)c1ccc([N+](=O)[O-])cc1 as listed: -15.1, 1.7, 4.3, 11.0, -6.7, 24.3, -0.2, -2.0, 7.2
# CCN(CC(=O)Nc1c(F)cccc1F)C(=O)C1CCCO1 (stereo unspecified) as listed: -23.6, -0.8, 2.7, 2.7, 1.3, -9.5, 0.1, -0.2, 3.4
# Cc1ccc(CN2CCc3[nH]c(=O)[nH]c(=O)c3C2)cc1 as listed: -5.8, 2.6, 0.8, -3.4, 6.1, 7.2, -2.6, -1.9, 6.4
# Cn1ncc(N=Cc2c(O)ccc3ccccc23)c1C(=O)Nc1cccc(Cl)c1 as listed: 10.3, -4.2, 0.9, 6.8, 23.0, -76.6, -1.2, 49.7, 11.8
# COc1ccc(-c2csc(NC3OC(=O)c4c3ccc(OC)c4OC)n2)cc1OC (stereo unspecified) as listed: 23.9, 0.6, 1.7, 0.3, 8.4, -12.8, 7.1, -0.7, -0.5

# (list continues)
# Short keys – A = TAAR1 antag; B = M5 ag; C = TAAR1 agonist; D = CHRM5 antagonist; E = M1 PAM parental; F = CRFBP-R2 block; G = M5 PAM; H = CRFR2-BP ag; I = M4 PAM
11. Cc1cc(C)c(NC(=O)CNC(=O)Cc2ccc(S(=O)(=O)N3CCOCC3)s2)c(C)c1
  A: 3.7	B: -1.4	C: 8.6	D: 4.2	E: 21.7	F: 3.1	G: 0.2	H: 0.8	I: 3.9
12. CC(=O)c1cccc(OCC(=O)N2CCCc3ccccc32)c1
  A: -3.6	B: -2.0	C: -1.1	D: 5.3	E: -19.9	F: 0.3	G: -6.7	H: -1.3	I: -4.4
13. Cc1ccc(-n2nc3c(=O)n(CCCC(=O)NCCc4ccccc4C)nc(C)c3c2C)cc1
  A: -22.4	B: -6.7	C: 40.4*	D: 15.2	E: 2.4	F: 3.6	G: -6.9	H: -2.4	I: -4.2
14. CC(=O)c1cccc(NC(=O)COC(=O)c2ccc(S(C)(=O)=O)c([N+](=O)[O-])c2)c1
  A: 4.8	B: 3.8	C: 3.4	D: 3.0	E: -13.3	F: -14.8	G: -2.3	H: -3.5	I: 0.9
15. Cc1cc(C(=O)Nc2ccccc2C(=O)O)oc1C
  A: -16.9	B: 0.0	C: 4.7	D: 8.9	E: 11.7	F: -0.2	G: -5.5	H: 3.0	I: 7.1
16. CC(=O)c1ccc(OCC(C)Oc2ccc(C#N)cc2)cc1 (stereo unspecified)
  A: -7.5	B: -5.6	C: 0.8	D: 7.6	E: 7.0	F: 31.3	G: -5.2	H: -3.4	I: -3.4
17. CSCCC(=O)N1CCC(n2nccc2NC(=O)CCc2ccccc2)CC1
  A: 7.1	B: -4.5	C: 0.3	D: 4.2	E: -17.9	F: 8.2	G: 1.1	H: -1.4	I: -4.3
18. CC(CCc1ccccc1)NC(=O)CNC(=S)N(Cc1cccs1)C1CCCC1 (stereo unspecified)
  A: -0.6	B: -2.8	C: -2.4	D: -1.6	E: 17.6	F: -15.7	G: 11.9	H: 1.2	I: 2.4
19. O=C(NCc1ccco1)c1ccc(CN2CCOCC2)cc1
  A: 3.1	B: 0.5	C: 1.8	D: 11.1	E: -7.5	F: 2.3	G: 19.3*	H: -0.3	I: 3.3
20. O=C(CCNS(=O)(=O)c1ccc(Cl)cc1)N1CCCCCC1
  A: -1.7	B: -1.3	C: 5.2	D: -1.4	E: 21.3	F: 12.9	G: 0.0	H: 1.1	I: 5.2

# (list continues)
# Short keys – A = TAAR1 antag; B = M5 ag; C = TAAR1 agonist; D = CHRM5 antagonist; E = M1 PAM parental; F = CRFBP-R2 block; G = M5 PAM; H = CRFR2-BP ag; I = M4 PAM
21. CCc1ccc(/C=N/n2c(C)cc(C)c(C#N)c2=O)cc1
  A: 2.1	B: -1.8	C: 1.1	D: 10.5	E: 11.2	F: -19.0	G: -3.9	H: 0.3	I: 8.3
22. CC(C)[C@@H](C(=O)N[C@@H](Cc1ccccc1)C(=O)O)N1C(=O)N2CCc3c([nH]c4ccccc34)[C@@]2(C)C1=O
  A: -22.8	B: -0.8	C: -0.2	D: -2.8	E: 11.3	F: -13.8	G: 0.7	H: -0.6	I: 0.6
23. CC(C)OCCCNC(=S)NNC(=O)C(c1ccccc1)c1ccccc1
  A: -14.0	B: 0.5	C: 8.2	D: 2.9	E: -5.0	F: 3.6	G: -0.5	H: -1.3	I: -1.4
24. CC(=O)c1ccc(NC(=O)CNCc2cccs2)cc1
  A: 5.5	B: -3.3	C: 1.5	D: -2.2	E: -5.5	F: 4.3	G: -2.1	H: -1.4	I: 0.4
25. CC(C)(C)c1ccc(O)c(N=Cc2cc3c(cc2[N+](=O)[O-])OCO3)c1
  A: -12.3	B: -1.6	C: -1.3	D: -3.4	E: 21.6	F: -9.8	G: -1.6	H: 1.4	I: -1.1
26. COc1cccc(C(=O)CSc2nnc(COc3cccc4cccnc34)o2)c1
  A: 40.1	B: 0.5	C: 22.2	D: 17.2	E: -3.1	F: -10.6	G: -16.6	H: 0.6	I: -8.5
27. Cc1ccc(NS(=O)(=O)c2coc(C(N)=O)c2)cc1F
  A: 5.1	B: -1.5	C: 1.0	D: 2.5	E: -6.2	F: -6.8	G: -7.2	H: 4.5	I: 1.6
28. CCOC(=O)C1=CCC(c2ccc(N(CC)CC)cc2)N(S(=O)(=O)c2ccc(C)cc2)C1c1ccc([N+](=O)[O-])cc1 (stereo unspecified)
  A: -15.7	B: -0.4	C: 0.5	D: 7.7	E: .	F: .	G: -3.0	H: .	I: 2.1
